TbHK1 inh = T. brucei hexokinase 1 inhibition | recombinant TbHK1, G6PDH-coupled NADH A340 | inhibition, % at 10 µM | 0.11% of 220,000 active | AID 1430;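 active means inhibition of 50% or more in the single-dose primary screen; inactive means inhibition below 50%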
NCF1 inh = inhibitors of human p47phox binding | p47phox/p22phox peptide binding, fluorescence polarization, 2 h | P14598 | AID 1274 | 0.53% of 220,000 active | inhibition, % at 24.7 µM;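 active means inhibition above about 30%, limit read from the data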;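 further: 0% = p47phox with labelled peptide and 100% = labelled peptide alone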
p97 inhibitor = human p97 ATPase inhibition. recombinant p97 ATPase, Kinase-Glo ATP luminescence, 3 h. inhibition, % at 8 µM. 0.42% of 220,000 active. AID 1481; in the data active means inhibition above about 15%;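 further: 0% = DMSO vehicle and 100% = wells lacking enzyme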
Runt-CBFb FRET = Runt domain-CBFb interaction inhibition. inhibition, % at 20 µM. 0.46% of 220,000 active. Cerulean-Runt/Venus-CBFb FRET ratio 530/480, 1 h. Q01196+Q13951;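 active means inhibition over about 50% at 20 µM in the single-dose screen, limit read from the data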;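 further: 0% = DMSO wells and 100% = excess unlabeled CBFb competitor control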
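Measured by: fluorescence energy transfer, 422 nm excitation, 530/480 nm emission; test system: Cerulean-tagged RUNX1 Runt domain (FRET donor) fusion protein; buffer or medium: Tris pH 7.5 buffer with BSA; compound: one dose, 20 µM compound, 1% DMSO; times: two 1 h room-temperature incubations shielded from light; benchmarks: unlabeled CBFb 5 µM, positive control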
RBBP9 inhibitor = human RBBP9 hydrolase inhibition | inhibition, % at 7.94 µM | recombinant RBBP9, FP-Rh probe fluorescence polarization | 0.2% of 220,000 active;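 active means inhibition above the campaign mean of all tested compounds plus 3 SD, cut at about 14% in these data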;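 further: plate controls were DMSO wells with RBBP9 for no effect and wells lacking RBBP9 protein for full effect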
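Assay system: recombinant human RBBP9; Reagent: Serine-hydrolase probe FP-Rh, 375 nM pre-mixing; Doses: 7.94 µM single dose, 0.794% DMSO; Incubation: 30 min then 45 min, 25 °C; Detection: fluorescence polarization (mP), excitation 525 nm, emission 598 nm; Evaluation: percent inhibition from mP, scaled between DMSO and no-protein wells.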
Runt-SMMHC FRET = Runt domain-CBFb-SMMHC interaction inhibition | 0.74% of 220,000 active | inhibition, % at 20 µM | AID 1434 | Q01196+Q13951 | Cerulean-Runt/Venus-CBFb-SMMHC FRET ratio 530/480, 1 h;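 active means mean inhibition across duplicate retests at 20 µM reaching about 50%, limit read from the data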;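 further: 0% = DMSO wells and 100% = wells with excess untagged CBFb-SMMHC; inhibitors lower the FRET ratio by blocking Runt binding to CBFb-SMMHC; some results filed as inactive read as strong as hits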
EBV gp42 inh = inhibitors of Epstein-Barr virus glycoprotein 42; 0.42% of 220,000 active; Fluorescence polarization binding assay, mP read-out; inhibition, % (tested at 21.74 µM); Q1HVG2; in the data active means inhibition above about 50%
Target sequence (Q1HVG2 whole entry, looked up): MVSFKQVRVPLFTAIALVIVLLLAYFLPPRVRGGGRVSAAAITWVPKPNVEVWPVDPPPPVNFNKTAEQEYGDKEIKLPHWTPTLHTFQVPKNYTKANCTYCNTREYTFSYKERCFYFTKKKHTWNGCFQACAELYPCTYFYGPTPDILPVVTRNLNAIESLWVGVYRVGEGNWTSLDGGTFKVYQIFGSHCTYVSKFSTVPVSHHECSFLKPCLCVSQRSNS
Furin inh = blocks human furin protease activity | inhibition, % at 30 µM | 0.061% of 220,000 active | purified furin, fluorogenic substrate cleavage; in the data active means inhibition above about 25%; further: inactives centre near -15
Target sequence (P09958 108-714 limits assumed): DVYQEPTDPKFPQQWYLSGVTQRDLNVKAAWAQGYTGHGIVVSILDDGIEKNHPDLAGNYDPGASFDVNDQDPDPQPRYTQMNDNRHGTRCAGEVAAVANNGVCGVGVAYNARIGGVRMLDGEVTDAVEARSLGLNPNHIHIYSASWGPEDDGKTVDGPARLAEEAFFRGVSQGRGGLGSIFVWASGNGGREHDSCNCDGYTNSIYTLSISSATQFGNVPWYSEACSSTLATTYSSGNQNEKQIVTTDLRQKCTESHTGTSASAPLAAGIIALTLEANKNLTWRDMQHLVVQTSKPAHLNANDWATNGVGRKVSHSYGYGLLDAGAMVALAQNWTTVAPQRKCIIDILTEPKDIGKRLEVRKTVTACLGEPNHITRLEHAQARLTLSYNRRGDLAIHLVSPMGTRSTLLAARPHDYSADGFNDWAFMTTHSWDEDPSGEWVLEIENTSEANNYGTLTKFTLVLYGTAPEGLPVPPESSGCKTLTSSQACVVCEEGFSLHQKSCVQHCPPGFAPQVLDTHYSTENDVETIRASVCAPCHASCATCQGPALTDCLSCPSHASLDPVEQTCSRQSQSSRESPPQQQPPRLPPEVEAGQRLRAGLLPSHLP
m-calpain inh = blocks pig calpain II enzyme activity | inhibition, % at 16 µM | 0.37% of 220,000 active | purified calpain II, fluorogenic peptide substrate, 30 min;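 active means inhibition above about 50%, limit read from the data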
Numbers without * were called inactive; i = inactive; x = no result given; [ ] = dose if it differs, or a comment.

SMILES	TbHK1 inh	NCF1 inh	p97 inhibitor	Runt-CBFb FRET	RBBP9 inhibitor	Runt-SMMHC FRET	EBV gp42 inh	Furin inh	m-calpain inh
CCCCC(C(=O)O)C(C)CC(=O)Nc1ccn(-c2ccccc2)n1 (stereo not given)	24	8	1	-1	-1	1	15	17	24
CCC(C)(C)c1ccc(OCC(=O)N(C)C)c(C(C)(C)CC)c1	-4	5	-1	-10	-3	-9	0	0	1
O=C(Nc1ccccc1[N+](=O)[O-])C1=C(O)CCn2c1nc1ccccc12	-27	1	-1	0	-10	2	3	-10[20 µM]	27
COc1ccccc1C(c1nnnn1C1CCCC1)N1CCN2CCCC2C1 (stereo not given)	8	-3	-1	-3	-9	2	-14	-32	13
CCNC(=O)C1Cc2ccccc2CN1S(=O)(=O)c1ccc(F)cc1 (stereo not given)	-10	-2	1	0	-1	1	-10	-18	-31
O=C(O)C1CC(O)CN1c1nc(Cl)ccc1[N+](=O)[O-] (stereo not given)	2	1	2	12	-3	10	16	-22	-29
O=C(NCCOC(=O)c1ccc(C(=O)OCCNC(=O)c2cccnc2)s1)c1cccnc1	4	-7	3	0	7	1	-7	-1[20 µM]	21
CCn1cnc2c1c(=O)n(CC(=O)NCC(F)(F)F)c(=O)n2Cc1ccccc1	-4	9	3	0	4	3	-13	-26	-23
CCC(=O)Nc1cccc(NC(=O)c2ccccc2Cl)c1	11	-2	-3	-2	-5	0	-1	-5	4
Cc1cc(C)nc(NC(=NCCc2c[nH]c3ccccc23)NC(=O)Nc2ccccc2)n1	-5	-1	0	3	-7	4	-4	-11	-15
Cc1ccc(NC(=O)c2ccc(C#CC3(O)CCCCC3)cc2)cc1C	-1	-23	-2	2	-2	0	-10	-13[20 µM]	-69
O=C(Nc1nccs1)C1CCCN(S(=O)(=O)c2cccc3cccnc23)C1 (stereo not given)	-3	-20	2	2	-10	-3	1	-32	17
Cc1ccc(C(=O)O/N=C(\N)c2ccccc2)c(Cl)c1	-8	-4	-18	-1	2	-3	-15	-23	16
CCOC(=O)c1cnn(-c2ccccc2)c1-c1ccccc1	28	-8	-8	-1	-5	-3	-9	-1[20 µM]	-6
CNC(=S)NNC(=O)c1cccc(C(F)(F)F)c1	-6	-8	0	1	-4	-5	-26	-6[20 µM]	3
O=C(Cn1c2[n+](c3ccc(C(F)(F)F)cc31)CCCCC2)c1ccc2c(c1)OCCO2	-1	-5	1	0	-2	0	6	-23	-7
CC(=O)Nc1ccc(C(=O)NNC(=O)c2cccs2)cc1	1	-5	-1	0	12	3	-4	-14	3
COC(=O)C1CCN(C(=O)c2cc(=O)[nH]c3ccccc23)CC1	-9	-19	5	-2	-4	0	-15	-3	-57
CCOC(=O)CC(=O)NC(CC(=O)OC)c1ccc(C(C)C)cc1 (stereo not given)	1	-6	2	0	2	1	-3	-13	-4
CCC1=NN(C(=O)Cc2ccc([N+](=O)[O-])cc2)C(O)(C(F)(F)F)C1 (stereo not given)	-5	-5	-1	2	7	-1	-1	-4	9
O=C(Nc1ccc2c(c1)OCO2)c1noc2c1CCCCC2	-5	-2	0	3	-3	1	-6	-24	0
O=C(NNC1CC(=O)N(c2ccc(F)cc2)C1=O)c1cccnc1 (stereo not given)	-2	-8	6	2	-8	5	-27	-29	-34
Cc1ccccc1C(=O)NC(=S)NCc1cccnc1	-3	1	6	-1	-1	-3	-2	-23	-30
CN1C(=O)/C(=C/c2ccc(C(=O)NC3CCCC3)cc2)Oc2ccccc21	-13	-6	7	-7	-5	-5	-15	-31	i
COc1cccc(C2c3[nH]c4ccccc4c3CCN2Cc2cccc(C)n2)c1 (stereo not given)	-9	-3	-2	8	-7	11	-9	-24	-46

In the list so far, 7 have four or more nitrogen atoms.
SMILES	TbHK1 inh	NCF1 inh	p97 inhibitor	Runt-CBFb FRET	RBBP9 inhibitor	Runt-SMMHC FRET	EBV gp42 inh	Furin inh	m-calpain inh
O=C(Nc1ccccc1[N+](=O)[O-])C1=C(O)CCn2c1nc1ccccc12	-27	1	-1	0	-10	2	3	-10[20 µM]	27
COc1ccccc1C(c1nnnn1C1CCCC1)N1CCN2CCCC2C1 (stereo not given)	8	-3	-1	-3	-9	2	-14	-32	13
O=C(NCCOC(=O)c1ccc(C(=O)OCCNC(=O)c2cccnc2)s1)c1cccnc1	4	-7	3	0	7	1	-7	-1[20 µM]	21
CCn1cnc2c1c(=O)n(CC(=O)NCC(F)(F)F)c(=O)n2Cc1ccccc1	-4	9	3	0	4	3	-13	-26	-23
Cc1cc(C)nc(NC(=NCCc2c[nH]c3ccccc23)NC(=O)Nc2ccccc2)n1	-5	-1	0	3	-7	4	-4	-11	-15
O=C(Nc1nccs1)C1CCCN(S(=O)(=O)c2cccc3cccnc23)C1 (stereo not given)	-3	-20	2	2	-10	-3	1	-32	17
O=C(NNC1CC(=O)N(c2ccc(F)cc2)C1=O)c1cccnc1 (stereo not given)	-2	-8	6	2	-8	5	-27	-29	-34

Later entries.
SMILES	TbHK1 inh	NCF1 inh	p97 inhibitor	Runt-CBFb FRET	RBBP9 inhibitor	Runt-SMMHC FRET	EBV gp42 inh	Furin inh	m-calpain inh
Cc1ccc2c(CSc3nc4ccccc4c(=O)n3CCCO)cc(=O)oc2c1C	-7	-27	4	-7	-15	-10	-20	-21[20 µM]	-133
O=C(Nc1ccon1)C(Sc1ccccc1)c1ccccc1 (stereo not given)	-4	-13	-2	-2	-10	-1	-8	-18[20 µM]	20
COc1ccc(C(=O)N(c2ccccc2)C2C=CS(=O)(=O)C2)cc1 (stereo not given)	0	-2	-4	-1	-4	1	0	-21	10
COCc1cc(C)nc(OCC(=O)N/N=C/c2cccc(OC)c2)c1C#N	-27	-9	8	0	-7	-1	-24	-16[20 µM]	-94
Cc1[nH]c2ccccc2c1C(=O)CSc1nncn1C	-11	14	4	0	-3	-4	-13	1[20 µM]	-14
COc1ccc(C(=O)C2CCCN(C(=O)Cn3nc(C)cc3C)C2)cc1F (stereo not given)	-3	-12	3	1	2	-2	-14	-24	-13
COc1cc(/C=C/C(=O)OCC(=O)c2c(N)n(C)c(=O)n(C)c2=O)ccc1O	-30	-9	1	4	1	8	2	-23	-79
CC1CN(C2CCN(C(=O)c3ccccc3)CC2)CC(C)O1 (stereo not given)	3	-5	-2	2	-14	0	-12	-10	-22
COc1cc(OC)c(C2SCCN2S(=O)(=O)c2ccc(F)cc2)cc1OC (stereo not given)	-6	-11	4	-1	2	-6	-12	-14[20 µM]	4
Cc1[nH]n2c(=O)cc(Cc3ccccc3)nc2c1C#N	7	-3	4	0	8	5	3	-19[20 µM]	-47
Cc1cc(=O)n2[nH]c(-c3sccc3-n3c(C)ccc3C)cc2n1	-3	-19	6	7	-4	9	1	-27	-34
COC(=O)C1C(=O)c2c([nH]c(C(=O)OCC3CCCO3)c2C)CC1C (stereo not given)	-3	-4	4	2	-2	0	-14	-3	10
CC(/C=C/c1ccc(Cl)o1)=C\C(=O)O	-24	x	2	2	-5	0	x	-10	x
Cc1nn(C)cc1C(C(=O)NC1CCCCC1)N(C(=O)c1cnccn1)c1ccc(Oc2ccccc2)cc1 (stereo not given)	-12	-5	1	-2	-9	1	-8	-20	-7
CC1CC(C)CN(S(=O)(=O)c2ccc(C(=O)N(c3ccccn3)C3CCCCC3)cc2)C1 (stereo not given)	-5	-6	-3	-2	-8	1	-9	-15	-8
CC(C)=CCN1CCN(Cc2cccnc2)CC1CCO (stereo not given)	1	1	2	x	-15	x	-6	-29	-41
Cn1c(=O)c2c(ncn2Cc2cccc(Cl)c2)n(C)c1=O	-1	-6	12	-2	-1	-7	-21	-7	13
Cc1c(C(=O)Nc2ccc(F)cc2)oc2ccc(S(=O)(=O)N3CCCC3)cc12	4	12	-4	0	-12	2	-5	-10	-16
CC(C(=O)N(C1CC1)C1(C(=O)Nc2ccccc2)CCCC1)N1C(=O)c2ccccc2C1=O (stereo not given)	-3	4	-2	-1	1	-1	-13	0	-6
CSCCC(NC(N)=O)C(=O)NCc1ccc(Cl)cc1 (stereo not given)	-6	-5	0	3	3	-8	-44	-12[20 µM]	24
O=C(c1ccccc1)c1ccc2nc(-c3ccc(NC(=O)c4ccccc4Br)cc3)[nH]c2c1	-20	-21	8	x	-44	0	-7	-20[20 µM]	-66
Cc1c(C(=O)N2CCOCC2)oc2ccc(S(=O)(=O)N3CCCC3)cc12	-5	-8	-1	-2	-1	-4	-8	-131[20 µM]	-11
O=C(COc1ccccc1)Nc1ccc(S(=O)(=O)NCc2ccco2)cc1	3	-6	-3	3	-3	-2	-10	-21	-34
COc1ccc(NC(=O)CN2C(=O)CC(C)(C)S(=O)(=O)c3ccccc32)cc1	-7	-6	-2	10	-5	-1	-7	-23	-24

Complete entries from above:
COc1ccc(C(=O)N(c2ccccc2)C2C=CS(=O)(=O)C2)cc1 (stereo not given) is entered as TbHK1 inh = 0; NCF1 inh = -2; p97 inhibitor = -4; Runt-CBFb FRET = -1; RBBP9 inhibitor = -4; Runt-SMMHC FRET = 1; EBV gp42 inh = 0; Furin inh = -21; m-calpain inh = 10
CCC(C)(C)c1ccc(OCC(=O)N(C)C)c(C(C)(C)CC)c1 is entered as TbHK1 inh = -4; NCF1 inh = 5; p97 inhibitor = -1; Runt-CBFb FRET = -10; RBBP9 inhibitor = -3; Runt-SMMHC FRET = -9; EBV gp42 inh = 0; Furin inh = 0; m-calpain inh = 1
Cc1ccc(NC(=O)c2ccc(C#CC3(O)CCCCC3)cc2)cc1C is entered as TbHK1 inh = -1; NCF1 inh = -23; p97 inhibitor = -2; Runt-CBFb FRET = 2; RBBP9 inhibitor = -2; Runt-SMMHC FRET = 0; EBV gp42 inh = -10; Furin inh = -13[20 µM]; m-calpain inh = -69

Three entries out of the list, ordered by count of non-hydrogen atoms, descending:
SMILES	TbHK1 inh	NCF1 inh	p97 inhibitor	Runt-CBFb FRET	RBBP9 inhibitor	Runt-SMMHC FRET	EBV gp42 inh	Furin inh	m-calpain inh
CC(C(=O)N(C1CC1)C1(C(=O)Nc2ccccc2)CCCC1)N1C(=O)c2ccccc2C1=O (stereo not given)	-3	4	-2	-1	1	-1	-13	0	-6
O=C(COc1ccccc1)Nc1ccc(S(=O)(=O)NCc2ccco2)cc1	3	-6	-3	3	-3	-2	-10	-21	-34
Cc1c(C(=O)N2CCOCC2)oc2ccc(S(=O)(=O)N3CCCC3)cc12	-5	-8	-1	-2	-1	-4	-8	-131[20 µM]	-11
